UPR XBP1 act = activators of adaptive arm of unfolded protein response (XBP1); CHO-XBP1 luciferase reporter, IRE1-XBP1 UPR activation, luminescence; percent of tunicamycin response, DMSO as zero; activation, % at 20 µM; 330,000 tested, 0.33% active;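 active = versus positive control, 20 µM dose yields 30% or more activation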;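 note: 100% = tunicamycin at 10 µg/mL and 0% = DMSO only wells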
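incubation = overnight seeding at 37 °C, 6 h compound treatment at 37 °C | assay system = CHO-XBP1 cells stably carrying IRE1-XBP1-driven luciferase reporter | input = 1000 cells per well | detection = luciferase luminescence | dosing = single point, 20 µM final compound, 1% DMSO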
697 NFkB inh = inhibitors of the PMA/ionomycin-induced NF-kB reporter in 697 B cells | inhibition, % at 4 µM | 330,000 tested, 0.33% active | 697 B-cell NF-kB luciferase reporter, 16 h; in the data active = inhibition above about 35%
Mdm2-MdmX inh = inhibitors of human Mdm2/MdmX interaction; inhibition, % at 8 µM; 330,000 tested, 3% active; SaOS-2 split-luciferase Mdm2/MdmX complementation, luminescence; O15151+Q00987;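 active = inhibition of at least 50% at 8 µM in the primary screen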
Target sequence (O15151 whole entry, looked up): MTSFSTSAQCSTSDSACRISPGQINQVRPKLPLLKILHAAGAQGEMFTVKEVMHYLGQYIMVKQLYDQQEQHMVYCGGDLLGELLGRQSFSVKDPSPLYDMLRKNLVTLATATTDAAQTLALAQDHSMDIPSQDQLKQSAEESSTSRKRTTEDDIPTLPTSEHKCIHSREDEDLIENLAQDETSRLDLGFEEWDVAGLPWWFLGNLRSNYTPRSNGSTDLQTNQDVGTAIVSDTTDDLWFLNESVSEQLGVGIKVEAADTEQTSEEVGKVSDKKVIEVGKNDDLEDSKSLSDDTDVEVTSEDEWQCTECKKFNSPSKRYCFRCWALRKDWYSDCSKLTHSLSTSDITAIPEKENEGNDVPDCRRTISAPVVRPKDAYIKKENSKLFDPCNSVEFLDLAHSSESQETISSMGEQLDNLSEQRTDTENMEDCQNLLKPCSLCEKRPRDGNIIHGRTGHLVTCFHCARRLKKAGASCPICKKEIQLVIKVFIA
Target sequence (Q00987 whole entry, looked up): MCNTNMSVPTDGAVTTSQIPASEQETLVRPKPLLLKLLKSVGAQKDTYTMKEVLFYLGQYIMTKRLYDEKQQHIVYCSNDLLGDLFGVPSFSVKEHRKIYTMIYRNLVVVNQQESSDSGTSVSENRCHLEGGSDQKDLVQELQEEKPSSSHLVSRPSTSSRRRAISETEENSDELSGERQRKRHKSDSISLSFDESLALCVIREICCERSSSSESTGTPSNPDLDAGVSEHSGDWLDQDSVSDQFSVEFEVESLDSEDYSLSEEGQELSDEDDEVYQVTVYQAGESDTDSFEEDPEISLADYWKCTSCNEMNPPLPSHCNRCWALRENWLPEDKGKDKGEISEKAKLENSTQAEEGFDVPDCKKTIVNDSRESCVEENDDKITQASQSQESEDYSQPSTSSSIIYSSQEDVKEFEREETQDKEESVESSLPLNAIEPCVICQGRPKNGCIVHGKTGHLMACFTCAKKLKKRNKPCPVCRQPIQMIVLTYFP
CHOP UPR activ = activators of apoptotic arm of unfolded protein response (CHOP); CHO-CHOP luciferase reporter, UPR activation, luminescence; percent of tunicamycin response over DMSO baseline; activation, % at 10 µM; 330,000 tested, 0.34% active;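 active = at 10 µM dose, activation of 40% or more, normalized to positive control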;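 note: 100% = tunicamycin at 10 µg/mL and 0% = DMSO alone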
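assay system = CHO CHOP reporter cells | amount = 500 CHO-CHOP cells per well | buffer or medium = F12 with 10% FBS | incubation = 16-18 h cell attachment, then 6 h compound exposure, 37 °C | detection = luminescence read with Steady-Glo | read-out = percent activation relative to tunicamycin control | controls = tunicamycin high control, DMSO low control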
TIM10 inh = inhibits growth of TIM10 yeast strain | S. cerevisiae TIM10 strain growth, BacTiter-Glo luminescence, 24 h | inhibition, % at 10 µM | 330,000 tested, 1.4% active | AID 463195;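 active = inhibition of 40% or more at the single tested concentration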;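 note: wild-type TIM10 isogenic control strain grown at permissive 25 °C; 0% = DMSO yeast wells and 100% = minimal medium wells without yeast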
tim23-1 inh = tim23-1 yeast growth inhibition. S. cerevisiae tim23-1 growth, BacTiter-Glo luminescence, 24 h. inhibition, % at 20 µM. 330,000 tested, 1.3% active;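 active = growth inhibition of the mutant yeast at or above 50%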;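 note: temperature-sensitive mutant grown at 25 °C; plate controls were DMSO-treated mutant yeast for no effect and medium wells lacking yeast for full effect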
tim10-1 inh = inhibits growth of tim10-1 mutant yeast; inhibition, % at 20 µM; 330,000 tested, 2.2% active; S. cerevisiae tim10-1 ts strain growth, BacTiter-Glo, 24 h;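 active = inhibition of at least 40%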;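 note: mutant grown at 25 °C; 0% = DMSO wells with yeast and 100% = wells holding no yeast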
Jurkat NFkB inh = lowers PMA/ionomycin-induced NF-kB signal in Jurkat cells; inhibition, % at 4 µM; AID 435003; 330,000 tested, 0.53% active; PMA/ionomycin-induced NF-kB luciferase reporter, luminescence; in the data active = inhibition above about 50%
An asterisk follows results filed as active; & = joins results of further samples.

SMILES	UPR XBP1 act	697 NFkB inh	Mdm2-MdmX inh	CHOP UPR activ	TIM10 inh	tim23-1 inh	tim10-1 inh	Jurkat NFkB inh
CN1C(=O)N(C)C(=O)C(CCc2ccccn2)(CCc2ccccn2)C1=O	-3	10	-13	0.2	12	4	11	14
Cc1cccc(C)c1NC(=O)CN(C)CC(=O)Nc1ccc(C#N)c(Cl)c1	-1	-22	15	-1.8	9	11	20	13
COc1ccc(C(=O)CN2CCCCC2)cc1	4	17	-11	0.5	2	10	-17	8
O=C1NC(=O)C(CCc2ccncc2)(Cc2ccc(OCc3ccccc3)cc2)C(=O)N1	-2	-34	12	0.7	-5	-32	-9	5
CCC(=NCCOc1ccc(Cl)cc1)c1c(O)n(C)c(=O)n(C)c1=O	0	-24	-5	2.0	11	1	12	15
COCCOC(=O)c1c(C)n(C)c2ccc(OC(=O)N(C)C)cc12	0	8	13	-2.2	9	2	20	17
FC(F)(F)Oc1ccc(C2NCc3ccccc3-n3cccc32)cc1 (configuration not stated)	3	16	11	-0.6	23	33	32	14
Cc1ccc(N2C(=O)NC(=O)/C(=C\c3ccsc3)C2=O)cc1C	-1	-1	21	-1.4	-10	8	8	0
Cc1c(C=O)c2ccccc2n1Cc1ccccc1	-3	9	6	-1.2	-2	15	8	-1
NC(CC(=O)O)C1CCCCC1 (configuration not stated)	-1	0	11	-0.1	3	-7	-10	16
CC1NCCC2(O)CCCCC12 (configuration not stated)	10	-14	4	1.1	12	15	18	0
Cc1nn(C2CCOC(C)(C)C2)c2c1C(c1ccc(OC(C)C)cc1)SCC(=O)N2 (configuration not stated)	2	22	9	-3.7	20	10	14	-6
CCN1CCN(c2ccc(N)cc2C)CC1	-2	-6	-31	-0.5	-17	-50	-12	-19
O=C1C=Cc2ccccc2C1=O	19	-37	-1	4.3	11	-2	4	-13
Cc1nc2cc([N+](=O)[O-])ccc2c(=O)n1-c1ccc(Br)cc1	-4	7	14	1.5	2	14	7	-3
CSc1ccc(CNC(C)C(O)c2ccccc2)cc1 (configuration not stated)	0	14	7	0.3	-31	-11	-8	3
CC(C)Oc1cccc(C(=O)C2CCCN(C3CCOCC3)C2)c1 (configuration not stated)	-3	-14	-4	1.1	-53	0	-39	-7
Cc1c(CCN)ccc2c1[nH]c1ccccc12	-1	-19	-39	3.8	19	26	41*	-15
O=C(c1cc(S(=O)(=O)N2CCOCC2)ccc1F)N1CCC2(CC1)OCCO2	1	-8	-19	-0.5	11	17	-2	-21
COc1ccc2c(c1O)[C@]13CCN(C)[C@H](C2)[C@@H]1CCC(=O)C3	0	-5	18	-0.2	-1	2	-6	-6
C=CCn1c(O)c(/C=N/NC(=O)c2ccncc2)c(=O)[nH]c1=O	-3	10	12	-0.1	-7	-5	6	-16
Cc1ccc2c(c1)N(CCC(=O)N1CCC3(CC1)OCCO3)C(=O)CO2	-3	21	17	-2.1	2	5	8	2
O=C(C(=O)N1CCC2(CC1)OCCO2)c1c[nH]c2ccccc12	2	10	-10	0.1	9	11	13	0
CCOP(=O)(OCC)C(Cc1ccccc1)NC(C)=O (configuration not stated)	-1	-8	15	-2.2	10	13	1	-9
CCCCNC(=O)c1c(N)n(CCCOC)c2nc3ccccc3nc12	4	-3	-1	-1.3	27	42	22	-5
CN1CCN(c2nc(N(C)C)oc(=O)c2C#N)CC1	-1	12	0	-1.6	-10	4	8	1
O=C1NC(=O)N(c2cccc(Br)c2)C(=O)/C1=C/c1ccsc1	-3	24	9	-1.4	-6	15	0	5
O=C(c1csc2c1CCCCC2)N1CCC2(CC1)OCCO2	-1	6	8	-0.9	0	11	-3	5
CN1CCN(CCOC2c3ccccc3CSc3ccc(Cl)cc32)CC1 (configuration not stated)	2	21	33	2.2	12	16	34	-3
CCOP(=O)(C#CC(C)(C)C)C1(O)CCCCC1 (configuration not stated)	0	22	2	-0.2	-2	-7	-5	1
COc1ccc(C2NCCc3[nH]cnc32)cc1 (configuration not stated)	-4	18	17	-2.1	3	2	10	7
O=S1(=O)CCN(CCc2c[nH]c3ccccc23)CC1	1	9	-7	6.0	13	20	-10	2
COc1cccc(N2C(=O)NC(=O)/C(=C\c3ccc([N+](=O)[O-])s3)C2=O)c1	-4	-15	7	1.7	78*	50*	70*	-12
ClCCN1CCN(c2ccnc3cc(Cl)ccc23)CC1	3	-15	14	-0.9	-5	-20	-16	-4
CC(=O)c1ccc(-c2ccccc2)cc1	2	-25	-51	5.6	9	3	5	-16
CC(=O)OC1N=C(c2ccccc2)c2cc(Br)ccc2N(C)C1=O (configuration not stated)	2	2	18	1.0	11	14	23	-1
COc1ccccc1-n1c(/C=C/c2ccccn2)nc2ccccc2c1=O	-5	18	47	-0.1	29	45	27	7
Cc1ccc(S(=O)(=O)N2CCC(C(=O)N3CCC4(CC3)OCCO4)CC2)cc1	2	-5	7	0.4	0	3	5	2
CC(C(=O)c1ccccc1)N1C(=O)c2ccccc2C1=O (configuration not stated)	-3	16	-7	-0.4	-2	-5	-10	4
Cc1ccc2c(c1)C1CN(C)CCC1N2C(=O)c1cccs1 (configuration not stated)	-1	-9	-16	1.0	-25	1	-6	-1
COc1cccc(CN2CCN(C(=O)Cc3ccccc3OC)CC2)c1	-5	-7	-7	-0.7	-11	5	-20	7
Fc1cccc(F)c1CN1CCN(Cc2c(F)cccc2F)CC1	-2	16	14	0.9	3	11	4	-3
CNS(=O)(=O)c1ccc(N=Cc2c(O)n(-c3ccccc3)c(=O)[nH]c2=O)cc1	0	14	8	-0.7	-2	6	8	-16
Cn1nnc(CC[N+](C)(C)C)n1	1	14	17	1.3	11	-3	13	-3
c1ccc2c(c1)CNc1ccccc1O2	0	-4	19	1.0	-20	6	-6	-2
CCc1nc2ccc(N3CCN(C)CC3)cc2nc1CC	2	7	-24	0.2	-22	-3	7	-27
COc1ccccc1Cn1c(SCC(=O)C(C)(C)C)nc2cc(C(=O)N3CCC4(CC3)OCCO4)ccc2c1=O	-2	24	11	0.1	16	-3	1	6
CCCCCCn1c(O)c(C=NC2CCCCC2N)c(=O)[nH]c1=O (configuration not stated)	30*	-5	-15	-0.8	1	11	-16	-5
Cc1ccc(CN2CCSc3ccc(C(=O)N4CCC5(CC4)OCCO5)cc32)cc1	-6	15	15	3.7	5	43	46*	3
COC(=O)C1=C(c2ccc(F)cc2F)C[C@@H]2CC[C@H]1N2C	2	11	11	0.6	-4	10	-4	13

Looked up one by one from above, 2 records:
SMILES	UPR XBP1 act	697 NFkB inh	Mdm2-MdmX inh	CHOP UPR activ	TIM10 inh	tim23-1 inh	tim10-1 inh	Jurkat NFkB inh
COc1cccc(CN2CCN(C(=O)Cc3ccccc3OC)CC2)c1	-5	-7	-7	-0.7	-11	5	-20	7
COC(=O)C1=C(c2ccc(F)cc2F)C[C@@H]2CC[C@H]1N2C	2	11	11	0.6	-4	10	-4	13

(further entries)
SMILES	UPR XBP1 act	697 NFkB inh	Mdm2-MdmX inh	CHOP UPR activ	TIM10 inh	tim23-1 inh	tim10-1 inh	Jurkat NFkB inh
C=C(C=O)CC1CC(O)[C@]2(C)OC3C[C@@H]4OC5C[C@]6(C)O[C@]7(C)CCC8OC9C[C@]%10(C)OC(/C(C)=C\CO)C(O)CC%10OC9CC(C)C8OC7CC6O[C@]5(C)C/C=C\C4OC3CC2O1 (some centres not stated)	-2	4	10	0.6	1	0	-10	-3
Cc1ccccc1-n1c(O)c(C(c2ccncc2)c2c(O)n(-c3ccccc3C)c(=O)[nH]c2=O)c(=O)[nH]c1=O	2&2	-9&3	-2&40	0.0&-0.3	12&14	12&8	-1&-6	-10&-8
CN(C)c1ccc(-[n+]2c(-c3ccccc3)cc(-c3ccccc3)cc2-c2ccccc2)cc1	7	-28	89*	31	34	38	52*	99*
CCCCn1c(O)c(/C=C2/C=CC=N2)c(=O)[nH]c1=O	1	7	-18	0.7	-9	-74	-13	4
Oc1cccc(/C=N/NP(=S)(c2ccccc2)c2ccccc2)c1	5	1	-7	3.1	20	43	27	-4
CCOc1cc(CNCCc2cccc(F)c2)ccc1OC	1	22	15	0.1	5	-7	4	-8
CC1(C)C(C(=O)NCc2ccco2)C1(C)C	-5	16	12	-3.2	14	8	9	-4
NCCc1c[nH]c2ccc(F)cc12	-4	4	9	-1.0	6	7	10	-6
Cc1cccc(NC2=NCCCS2)c1	0	0	15	0.6	17	11	7	-10
COc1ccccc1CCNC1C2CC3CC(C2)CC1C3 (configuration not stated)	-1	3	12	-0.2	-2	8	13	11

Of the compounds above, two have a tert-butyl group:
SMILES	UPR XBP1 act	697 NFkB inh	Mdm2-MdmX inh	CHOP UPR activ	TIM10 inh	tim23-1 inh	tim10-1 inh	Jurkat NFkB inh
CCOP(=O)(C#CC(C)(C)C)C1(O)CCCCC1 (configuration not stated)	0	22	2	-0.2	-2	-7	-5	1
COc1ccccc1Cn1c(SCC(=O)C(C)(C)C)nc2cc(C(=O)N3CCC4(CC3)OCCO4)ccc2c1=O	-2	24	11	0.1	16	-3	1	6

More results:
SMILES	UPR XBP1 act	697 NFkB inh	Mdm2-MdmX inh	CHOP UPR activ	TIM10 inh	tim23-1 inh	tim10-1 inh	Jurkat NFkB inh
COc1ccc(N2C(=O)NC(=O)/C(=C/c3ccc([N+](=O)[O-])s3)C2=O)cc1	0	13	-4	3.4	90*	61*	62*	15
COc1ccc(-c2nn(Cc3ccccc3)cc2C(=O)NC2CC2)cc1OC	-1	-6	14	-1.2	0	14	5	10
CC[C@]12CC[C@H](O)CC1=CCC1C2CC[C@]2(C)C(=O)CCC12 (some centres not stated)	-2	1	16	0.5	-21	-60	-16	20
Cc1ccc(-c2cc(-c3ccccc3)cc(-c3ccccc3)[n+]2-c2ccccc2C(=O)O)cc1	-2	-6	27	-0.9	0	-2	21	12
CC(C)c1ccc(-n2c(O)c(/C=N/NC(=O)c3ccncc3)c(=O)[nH]c2=O)cc1	-4	21	-15	3.1	24	12	15	-1
CCOC(=O)C1=C(N)OC2=C(C(=O)CCC2)C12C(=O)N(C)c1ccccc12 (configuration not stated)	1	-15	6	-0.4	-3	-2	-2	-16
COc1cccc(-n2c(CN3CCOCC3)nc3ccc([N+](=O)[O-])cc3c2=O)c1	-3	3	18	-0.5	5	3	20	27
Cc1ccc2c(c1)=C/C(=C\c1c(O)[nH]c(=O)[nH]c1=O)C(=O)N=2	-1	7	8	0.7	-1	-5	-10	10
O=C(NC1CN2CCC1CC2)c1cccc(Cl)c1 (configuration not stated)	11	-13	9	-3.5	8	-6	-16	1
OC(Cn1c2ccccc2c2ccccc21)C[n+]1cccc2ccccc21 (configuration not stated)	0	-42	30	0.2	57*	33	49*	3
CCOC(=O)C1=C(C)OC(N)=C(C(=O)OC)C12C(=O)Nc1ccc(Br)cc12 (configuration not stated)	1	10	17	0.5	6	6	23	-9
C=CCn1c(O)c(C(C)=O)c(=O)[nH]c1=O (tested in a mixture with another compound)	-1	14	15	0.3	-9	0	-16	-16
C=CCn1c(O)c(C=NCCCOc2ccc(CC)cc2)c(=O)[nH]c1=S	-5	-10	-12	-1.6	-15	-11	3	-3
Cn1cnc([N+](=O)[O-])c1Sc1ccc([N+](=O)[O-])cc1	1	36*	1	0.0	7	5	15	20
Cc1nn(Cc2ccccc2)c(C)c1C(=O)OCC(=O)NC1CCS(=O)(=O)C1 (configuration not stated)	-1	11	10	-0.5	-19	6	1	13
CC1(C)CC(N(CCc2ccccc2)Cc2ccccc2)CCO1 (configuration not stated)	-3	-8	18	-0.4	-17	7	1	-1
CC(C)N1CCN(Cc2ccc3c(c2)OCCO3)CC1CCO (configuration not stated)	0	4	4	0.8	-9	1	19	-14
CC1(C)NCCN2C(=O)CSC21 (configuration not stated)	0	-14	-22	-2.7	0	14	14	-9

Screens (PubChem BioAssay)

This is a subset; rates above refer to the full screens.
